KDM5B inhibitor = inhibitors of human KDM5B histone demethylase | KDM5B demethylase, FDH-coupled NADH fluorescence (FDH is formaldehyde dehydrogenase) | actives 2.6% (n = 220,000) | Q9UGL1 | Potency, µM (doses to about 57.7 µM), for the others: at the highest dose activity change, negative = inhibition, usual class: inhibitors; active = well fitted inhibition curve with a large enough effect; inconclusive = small, poorly fitted or top-dose-only effect; inactive = no such curve, though single readings can be large or run the other way; also: 0% is about no effect; nearly all actives have a fitted effect of over 70% in size
Target sequence (Q9UGL1 whole entry, looked up): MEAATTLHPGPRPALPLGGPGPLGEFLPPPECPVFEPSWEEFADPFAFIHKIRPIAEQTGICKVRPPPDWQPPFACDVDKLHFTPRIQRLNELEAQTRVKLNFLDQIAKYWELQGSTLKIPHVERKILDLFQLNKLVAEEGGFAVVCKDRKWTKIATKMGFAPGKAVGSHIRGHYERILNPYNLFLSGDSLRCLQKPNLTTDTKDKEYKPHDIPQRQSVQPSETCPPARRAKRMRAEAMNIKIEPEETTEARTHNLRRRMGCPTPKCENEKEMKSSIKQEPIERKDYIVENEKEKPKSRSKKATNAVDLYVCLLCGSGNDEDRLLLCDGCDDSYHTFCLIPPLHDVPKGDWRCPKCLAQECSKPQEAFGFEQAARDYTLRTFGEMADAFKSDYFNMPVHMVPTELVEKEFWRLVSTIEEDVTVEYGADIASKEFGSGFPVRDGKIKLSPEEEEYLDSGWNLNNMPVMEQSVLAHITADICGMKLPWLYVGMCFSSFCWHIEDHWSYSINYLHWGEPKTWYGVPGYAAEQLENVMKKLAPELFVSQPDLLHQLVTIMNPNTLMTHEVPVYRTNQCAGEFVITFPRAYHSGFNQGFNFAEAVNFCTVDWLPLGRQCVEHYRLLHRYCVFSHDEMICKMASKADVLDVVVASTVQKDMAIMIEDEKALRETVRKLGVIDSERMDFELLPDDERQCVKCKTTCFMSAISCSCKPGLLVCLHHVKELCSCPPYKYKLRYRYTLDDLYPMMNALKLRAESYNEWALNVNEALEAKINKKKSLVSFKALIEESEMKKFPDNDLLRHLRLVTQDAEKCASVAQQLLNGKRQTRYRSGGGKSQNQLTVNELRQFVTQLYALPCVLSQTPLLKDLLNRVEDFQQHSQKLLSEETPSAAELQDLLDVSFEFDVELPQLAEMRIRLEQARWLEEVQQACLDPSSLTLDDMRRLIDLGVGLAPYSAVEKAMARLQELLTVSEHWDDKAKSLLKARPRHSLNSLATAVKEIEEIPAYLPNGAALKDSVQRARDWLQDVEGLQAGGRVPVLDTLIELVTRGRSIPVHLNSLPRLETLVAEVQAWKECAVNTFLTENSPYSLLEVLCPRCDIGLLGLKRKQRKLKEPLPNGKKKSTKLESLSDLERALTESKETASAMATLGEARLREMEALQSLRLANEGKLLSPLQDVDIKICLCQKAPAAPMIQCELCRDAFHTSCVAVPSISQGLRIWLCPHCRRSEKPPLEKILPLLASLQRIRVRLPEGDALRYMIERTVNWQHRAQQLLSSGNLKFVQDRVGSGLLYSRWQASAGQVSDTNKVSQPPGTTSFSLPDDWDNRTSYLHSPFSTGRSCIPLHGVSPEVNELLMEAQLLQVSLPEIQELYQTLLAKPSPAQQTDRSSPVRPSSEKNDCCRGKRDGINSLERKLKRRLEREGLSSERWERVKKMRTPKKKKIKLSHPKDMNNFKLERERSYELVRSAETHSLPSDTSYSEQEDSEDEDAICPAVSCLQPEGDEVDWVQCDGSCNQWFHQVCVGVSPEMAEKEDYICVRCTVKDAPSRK
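Measured: NADH fluorescence change, 30 min, RT. System: KDM5BΔAP 200 nM final, H3K4me3 peptide, α-KG, Fe(II), ascorbate, NAD⁺ plus FDH, pH 7.5 HEPES. Compounds: titrated, 10 min pre-incubation with enzyme.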
The depositor's hits bear a star; i = inactive; ? = inconclusive; & = joins results of further samples; [ ] = dose if it differs, or a comment. Potency is read from the fitted curve at half-maximal effect. An excerpt. The share of hits here may be higher or lower than overall.

SMILES	KDM5B inhibitor
COc1ccc(C2Cn3cnc(C(=O)N4CCC(C(=O)NCc5ccccc5F)CC4)c3CO2)cc1 (stereo unspecified)	-14%
CC1SCC(NC(=O)c2ccccc2Cl)CS1 (stereo unspecified)	26%
CC1(C)CC(NCc2ccccc2)=CC(=C(C#N)C#N)C1	-8%
Cc1cccc(CSc2ncc(Cl)c(C(=O)Nc3sc4c(c3C(N)=O)CCCC4)n2)c1	?
COc1ccc(/C=N/OCc2ccc(C)cc2)cc1OCc1ccccc1	2%
COc1ccc(C)cc1NC(=O)Cn1c(=O)nc(-c2ccccc2F)c2cc(Cl)ccc21	-14%
CC(C)C(=O)Nc1ccccc1C(C)C	20%
COc1ccc(CCNC(=O)CCS(=O)(=O)c2cc3c(cc2Cl)NC(=O)CO3)cc1OC	-8%&-26%
CC(C)CCNC(=O)c1cnc2n1CCN(Cc1ccncc1Cl)CC2	11%[86.2 µM]
C=CCNc1oc(COc2ccc(Br)cc2)nc1C#N	-21%
O=C(Nc1ccc(O)c(-c2nc3ccccc3o2)c1)c1ccc([N+](=O)[O-])o1	1%
COc1ccc(C(=O)OCCCC(=O)c2ccc(F)cc2)c(OC)c1	16%
CS(=O)C1CCCCC1(O)CSc1nc(-c2cccs2)cc(-c2ccccc2)c1C#N (stereo unspecified)	?
COc1ccc(OC)c(S(=O)(=O)N2CC(N(C3CCOCC3)S(C)(=O)=O)C2)c1	7%
CCN1CCN(Cc2nc3c(c(=O)n(C)c(=O)n3C)n2Cc2ccc(F)cc2)CC1	-3%
O=C(CCS(=O)(=O)c1ccc2c(c1)OCCO2)Nc1ccc(SC(F)F)cc1	-11%
COC(=O)c1ccc(Oc2c(C)oc3cc(OCc4ccc(F)cc4)ccc3c2=O)cc1	8%
CCn1c(C2CCCN(C(=O)NC(C)C)C2)nn(C)c1=O (stereo unspecified)	-7%
O=C1CCc2cc(S(=O)(=O)NCc3ccc(Cl)cc3)cc3c2N1CC3	-10%
O=C(NC(=O)c1ccccc1)Nc1ccccc1O	-7%
O=S(Cc1cccc(C(F)(F)F)c1)Cc1ccc(Cl)cc1Cl (stereo unspecified)	5%
CCn1ncc(N2CCC(NC(=O)Cc3cccs3)CC2)cc1=O	-25%
COCCNC(=O)c1ccc(OC2CCN(C(=O)[C@@H](C)N)CC2)c(Cl)c1	3%
Nc1nccnc1C(=O)NCc1cn(-c2ccccc2)nc1-c1ccccc1	?
CC(C)(C)C1CCc2c(sc(NC(=O)Cn3nnc(-c4cccc(C(F)(F)F)c4)n3)c2C#N)C1 (stereo unspecified)	-6%
COc1ccc([C@@H]2CN(c3ncccc3C#N)C[C@H]2NC(C)=O)cc1	28µM*
O=S(=O)(NCc1ccc(Cn2cccn2)cc1)c1ccc(C(F)(F)F)cc1	-1%
COc1ccc(C(=O)C2CCN(C(=O)/C=C/c3cccc(C(F)(F)F)c3)CC2)cc1	13%
COc1cn(CC(=O)Nc2ccc(C(F)(F)F)cc2)c(CN2CCOCC2)cc1=O	3%
COc1ccccc1N1CCN(C(=O)C2CCN(S(=O)(=O)c3cn(C)cn3)CC2)CC1	7%
CC(C)CCN1C[C@@H]2C(=O)N(CCCN3CCCC3=O)C(=O)[C@@H]2C1	5%
COc1ccc(-c2nc3cc(NC(=O)COc4ccccc4)ccc3o2)cc1Cl	-25%
Cc1ccc(C(=O)O)cc1NC(=S)NC(=O)c1ccc(-c2ccc(Cl)cc2)o1	-31%
COc1cccc2cc(-c3nc(-c4nonc4N)no3)c(=O)oc12	-4%
Cc1noc(C2CCCCCN2C(=O)Cc2ccccc2)n1 (stereo unspecified)	24%
COc1cccc(N2C(=O)NC(=NC3CCCCC3)C23CCCN(C(=O)c2ccccc2OC)C3)c1 (stereo unspecified)	3%[115 µM]
c1ccc(-n2ncc3c(Nc4cccc5c4CCCC5)ncnc32)cc1	?
COc1ccc(C(=O)N2CCC3(CC2)NC(=O)N(Cc2ccc(F)cc2)C3=O)c(C)c1	16%
COc1ccccc1CC(=O)N1CCC2(CC1)NC(=O)N(Cc1ccccc1)C2=O	-3%
O=C(CCNc1c(-c2ccc(F)cc2)nc2cnccn12)NC1CCCC1	28µM*

Ordered by length of the SMILES (ascending): part of the list above.
SMILES	KDM5B inhibitor
O=C(NC(=O)c1ccccc1)Nc1ccccc1O	-7%
Cc1noc(C2CCCCCN2C(=O)Cc2ccccc2)n1 (stereo unspecified)	24%
CCn1ncc(N2CCC(NC(=O)Cc3cccs3)CC2)cc1=O	-25%
O=S(Cc1cccc(C(F)(F)F)c1)Cc1ccc(Cl)cc1Cl (stereo unspecified)	5%
COc1cccc2cc(-c3nc(-c4nonc4N)no3)c(=O)oc12	-4%
O=C(CCNc1c(-c2ccc(F)cc2)nc2cnccn12)NC1CCCC1	28µM*
COc1ccc(-c2nc3cc(NC(=O)COc4ccccc4)ccc3o2)cc1Cl	-25%
O=S(=O)(NCc1ccc(Cn2cccn2)cc1)c1ccc(C(F)(F)F)cc1	-1%
COc1ccc([C@@H]2CN(c3ncccc3C#N)C[C@H]2NC(C)=O)cc1	28µM*
COc1ccccc1CC(=O)N1CCC2(CC1)NC(=O)N(Cc1ccccc1)C2=O	-3%
COc1cn(CC(=O)Nc2ccc(C(F)(F)F)cc2)c(CN2CCOCC2)cc1=O	3%
Cc1ccc(C(=O)O)cc1NC(=S)NC(=O)c1ccc(-c2ccc(Cl)cc2)o1	-31%
COc1ccccc1N1CCN(C(=O)C2CCN(S(=O)(=O)c3cn(C)cn3)CC2)CC1	7%
COc1ccc(C(=O)C2CCN(C(=O)/C=C/c3cccc(C(F)(F)F)c3)CC2)cc1	13%
COc1ccc(C(=O)N2CCC3(CC2)NC(=O)N(Cc2ccc(F)cc2)C3=O)c(C)c1	16%
COc1cccc(N2C(=O)NC(=NC3CCCCC3)C23CCCN(C(=O)c2ccccc2OC)C3)c1 (stereo unspecified)	3%[115 µM]
CC(C)(C)C1CCc2c(sc(NC(=O)Cn3nnc(-c4cccc(C(F)(F)F)c4)n3)c2C#N)C1 (stereo unspecified)	-6%

Next part
SMILES	KDM5B inhibitor
N#Cc1c(-c2ccco2)cc(-c2ccccc2)[nH]c1=O	?
O=C(c1ccc(Cl)cc1)N1CC(c2nnc(-c3ccncc3)o2)C2(CCOCC2)C1 (stereo unspecified)	-9%
O=C(NCCc1ccccc1)N1CCCCC1c1nc(CCOCC2CC2)no1 (stereo unspecified)	-4%
Cc1ccc(C)c(NC(=O)c2cnn(-c3cccc(F)c3)c2C2CCN(C(=O)OC(C)(C)C)CC2)c1	-22%
Cc1cc(C)cc(NC(=O)N2CCC3(CCNC(=O)CC3)CC2)c1	5%
COc1ccc(S(=O)(=O)c2cn(CC(=O)Nc3cccc(Cl)c3)c3ccc(C)cc3c2=O)cc1	-10%
O=C1NCCCCC1Nc1ccc2oc(C3CC3)nc2c1 (stereo unspecified)	26%
O=C(O)CC1C(=O)NCCN1CCc1ccccc1 (stereo unspecified)	14%
CC(=O)Nc1cccc(Oc2nc(-c3ccccn3)nc3ccccc23)c1	32%[activator]
Nc1nc(SCCO)[nH]c(=O)c1NC(=O)c1ccco1	-14%
O=C1NCCCCCN(C(=O)COc2ccccc2)[C@H]2CCC[C@@H]12	-7%
COc1ccccc1N1CC(c2nc3ccc(C)cc3[nH]2)CC1=O (stereo unspecified)	19%
COc1ccc(NS(=O)(=O)c2cc3[nH]c(=O)c(=O)[nH]c3cc2C)cc1Cl	-28%
Cc1cn2nc(-c3nc(C4CCCN(C(=O)Cc5ccsc5)C4)no3)cc2c(=O)[nH]1 (stereo unspecified)	i
O=C(Cn1c(=O)n(-c2ccccc2)c(=O)c2ccc(C(=O)NCc3ccc4c(c3)OCO4)cc21)Nc1ccc(F)c(Cl)c1	?
COc1ncccc1CNC(=O)Nc1nnc(C)s1	20%
Cc1ccc(NC(=O)c2cc(S(=O)(=O)N3CCC4(CC3)OCCO4)ccc2F)cc1Cl	?
CC(C)(C)c1noc(CN2CCN(C(=O)c3ccco3)CC2)n1	-20%
COc1ccc2c(CCNC(=O)C3CCN(c4nc(Cl)nc5nc[nH]c45)CC3)c[nH]c2c1	3%
O=C(COc1ccc(Cl)cc1Br)OCC(=O)c1ccc(-c2ccccc2)cc1	10%
COc1ccc(/C=C/C(=O)c2ccc(C#N)cc2)cc1Br	4%
O=C(NCc1ccncc1)NCC1(c2ccccc2)CC1	15%
COc1ccc(-c2csc(-c3cc4c([nH]c3=O)CC(c3ccco3)CC4=O)n2)cc1F (stereo unspecified)	?
O=C(c1nnc(CN2CCN(c3ccccn3)CC2)n1Cc1ccccc1)N1CCC[C@@H]1c1ccc(Br)cc1	?
CCOc1ccccc1C(=O)Nc1ccc2nc3c(c(Nc4ccc(OC)c(OC)c4)c2c1)CCCC3	-30%
CCc1cc(C(=O)NNC(=S)NC(=O)c2ccccc2)cs1	?
Cc1ccc2nc(C)c(C(=O)/C=C/c3ccccc3C)c(-c3ccccc3)c2c1	-1%
COc1ccc2nc(C)cc(Sc3nc4ccccc4s3)c2c1	?
CC(=O)Nc1nc(NC(=O)C(Cl)(Cl)Cl)n(-c2ccccc2)n1	?
COc1ccc(C(NC(=O)c2oc3ccc(F)cc3c2C)c2nccn2C)cc1 (stereo unspecified)	15%
CC(C)(C)CC(C)(C)NC(=O)CCNC(=O)c1ccccc1	21%
O=C(CN1CCN(C(=O)c2cc3c(s2)CN(C2CCCC2)C3)CC1)N1CCCC1	?
O=C(Oc1ccc(Cl)cc1)c1cc2ccccc2oc1=O	-10%
COc1ccc(OC)c(CN2CCN(Cc3ccc(C(F)(F)F)cc3)CC2)c1	-45%
CCCNC(=O)N[C@@H]1C=C(C(=O)N[C@@H](Cc2ccc(OC)cc2)C(N)=O)C[C@@H](O)[C@@H]1O	-3%[86.2 µM]
COC(=O)CCc1sc(Nc2ccccc2)nc1-c1ccc(OC)cc1	-7%
Cn1nc(C(=O)N2C[C@@H](CO)[C@H](c3ccncc3)C2)c2ccccc21	-11%
O=C(Nc1ccc(Br)cc1)N1CCC(CN2CCCC2)CC1	?
CCC(=O)Nc1sc(C)c(CC)c1C(=O)O	-3%
COc1ccc(-c2cc(C)no2)cc1S(=O)(=O)NC1CCC(C)CC1 (stereo unspecified)	-3%
O=C1[C@@H]2C[C@@H](CN2Cc2ccc3c(c2)OCO3)Oc2ccccc2N1Cc1ccccn1	-35%[86.2 µM]
CS(=O)(=O)c1ccc(OCC2(CNCc3ccc(F)c(F)c3)C[C@@H](O)[C@@H](O)C2)cc1 (stereo partly specified)	-6%
CCCOc1c(Br)cc(/C=C(/C#N)C(=O)OCC)cc1OC	15%
Cc1ccc(CNC(=O)Cn2ncc3c(C)n(Cc4ccc(Cl)cc4)c(C)c3c2=O)cc1	3%
Cc1cc(C)cc(-c2nnc(SCc3ncc(-c4ccccc4)o3)o2)c1	?
Cc1cccc(NC(=O)COC(=O)Cn2cnc3c2c(=O)n(C)c(=O)n3C)c1	22%
CN1CCC(C(=O)N[C@@H]2CN(c3ncccn3)C[C@H]2CO)CC1	?
CCC1(O)CCC12CCN(C(=O)Cc1ccccc1)CC2 (stereo unspecified)	-10%
CCOC(=O)CSc1ncn(-c2nc(NC3CC3)nc(N(C)C)n2)n1	25%
O=C(OCc1ccc(F)cc1Br)c1ccc(CN2CCCC2=O)cc1	-12%
CCn1c(CN(c2ccc(C)cc2)S(C)(=O)=O)nnc1SCC(=O)c1cc(C)n(C)c1C	0%
COc1cccc2cc(C(=O)N3CCN(c4ccc(C)cc4C)CC3)c(=O)oc12	-11%
CN(/N=C/c1cc(Cl)cc(Cl)c1O)c1c(Cl)cccc1[N+](=O)[O-]	-14%
CC1CCN(C(=O)CCS(=O)(=O)c2cc3c(cc2Cl)NC(=O)CO3)CC1	-7%
COc1cccc(OC)c1C(=O)Oc1ccc2c(c1)O/C(=C\c1ccc(C(C)(C)C)cc1)C2=O	8%
O=C(NCCc1ccccc1)c1ccc2c(c1)nc1n2CCOC1	-15%
CC(=O)N(C1CC1)C1CCOC2(CCN(C(=O)CCc3nc4ccccc4s3)CC2)C1 (stereo unspecified)	14%
CCn1ccc(C(=O)N2C[C@@H](Oc3ccccc3)C[C@H]2C(=O)N2CCOCC2)n1	17%
CCS(=O)(=O)NCCc1sc2nc(-c3ccc(OC)cc3)nn2c1C	-3%
O=C(NCc1ccccc1F)c1ccc(CSc2nc3cccnc3n2Cc2ccccc2)cc1	?

By substructure: the entries above with a nitro group on carbon (2)
SMILES	KDM5B inhibitor
O=C(Nc1ccc(O)c(-c2nc3ccccc3o2)c1)c1ccc([N+](=O)[O-])o1	1%
CN(/N=C/c1cc(Cl)cc(Cl)c1O)c1c(Cl)cccc1[N+](=O)[O-]	-14%

Following part
SMILES	KDM5B inhibitor
CN(CC1CCCO1)c1ccc(C(=O)N2CCC(N3CCOCC3)CC2)cn1 (stereo unspecified)	?
O=C(COC(=O)C1CC(=O)N(c2nc(-c3ccccc3)cs2)C1)c1ccccc1 (stereo unspecified)	8%
COc1ccc(-n2c(=O)c3c4c(sc3n(Cc3ccccc3Cl)c2=O)CCC4)c(OC)c1	8%
CN(C)Cc1nc(SCC(=O)Nc2ccccc2)c2ccccc2n1	21%
CCN1CCN(c2ncnc3c2cnn3-c2ccc(C)c(Cl)c2)CC1	-27%
CC(C)(C)c1ccc(C(=O)NC(=O)COC(=O)c2ccccc2)cc1	27%
COCCn1ncc(N2CCCC(CC(=O)NCc3ccc(C)cc3)C2)cc1=O (stereo unspecified)	21%
O=C(Nc1ccc(F)cc1F)C12CC3CC(CC(C3)C1)C2	-16%
COCCNC(=O)c1cc(C2CC2)nc2onc(C3CCCNC3)c12 (stereo unspecified)	?
CCCCOCCCNC(=O)CCC(=O)NCC(CC)CCCC (stereo unspecified)	13%
CC(C)OCCCNC(=O)c1cc(Nc2ccccc2)nc2ccccc12	?
O=C(Cn1nc(-c2ccccc2)c2ccccc2c1=O)Nc1cccc(O)c1	0%
COc1ccccc1NC(=O)N1CCC(NC(=O)C(Cc2ccccc2F)NC(C)=O)CC1 (stereo unspecified)	17%
COc1ccc(-n2c(SCC(=O)NCc3ccccc3)nc3ccsc3c2=O)cc1	?
CCN(C(=O)Cn1nc2n(c1=O)CCCCC2)c1ccccc1	25%

Screening results (PubChem)
